# Hsp70 act = Hsp70 transcriptional activators, primary screen, cell-based, HeLa, Hsp70 promoter luciferase, luminescence, 10 µM; 200,000 tested, 0.04% active; activation, % at 10 µM; AID 1203, 2008; HeLa Hsp70 promoter luciferase reporter; scaled: vehicle 0, proteasome-inhibitor control 100%;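 active = activation above the mean across all tested compounds plus 3 SD, cutoff set per campaign, cut at about 5.5% in these data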;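 note: 100% = MG132 at 30 µM as the positive control and 0% = DMSO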
# STAT3 inh = IL-6 driven STAT3 reporter inhibitors, primary screen, U3A cells, luciferase, luminescence, MLSCN library; IL-6 STAT3-luciferase reporter; host cell line lacks STAT1; 190,000 tested, 0.89% active; AID 862, 2007; inhibition, % at 5.5 µM;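 active = inhibition above the mean inhibition across all screened compounds plus 3 SD, cut at about 44% in these data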;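 note: 0% = DMSO only wells and 100% = 100 µM nifuroxazide control wells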
# STAT1 act = STAT1 signaling activators, primary screen, cell-based, HTS, luciferase reporter | 200,000 tested, 2.6% active | NIH 3T3 STAT1-luciferase reporter, IFN-gamma, luminescence; 100% = IFN-gamma alone, no compound | activation (% of control), % at 5.5 µM;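 active = activation above the screen-wide mean activation plus 3 SD, cut at about 130% in these data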;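 note: raw ratio to IFN-gamma control signal so 100% means no change and 0% no light; values of inactives mirror those of a sister screen read the other way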
# FLuc inh counter = firefly luciferase enzyme inhibitors, primary screen, artefact control for luciferase-based inhibitor screens, biochemical, luminescence, ATPLite; Luciferin 4-monooxygenase (Photinus pyralis), P08659; 10 min; inhibition, % at 10 µM; 200,000 tested, 1.5% active; AID 1006, 2008;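 active = inhibition above about 50% when tested at 10 µM, limit read from the data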
# Target sequence (P08659 whole entry, looked up): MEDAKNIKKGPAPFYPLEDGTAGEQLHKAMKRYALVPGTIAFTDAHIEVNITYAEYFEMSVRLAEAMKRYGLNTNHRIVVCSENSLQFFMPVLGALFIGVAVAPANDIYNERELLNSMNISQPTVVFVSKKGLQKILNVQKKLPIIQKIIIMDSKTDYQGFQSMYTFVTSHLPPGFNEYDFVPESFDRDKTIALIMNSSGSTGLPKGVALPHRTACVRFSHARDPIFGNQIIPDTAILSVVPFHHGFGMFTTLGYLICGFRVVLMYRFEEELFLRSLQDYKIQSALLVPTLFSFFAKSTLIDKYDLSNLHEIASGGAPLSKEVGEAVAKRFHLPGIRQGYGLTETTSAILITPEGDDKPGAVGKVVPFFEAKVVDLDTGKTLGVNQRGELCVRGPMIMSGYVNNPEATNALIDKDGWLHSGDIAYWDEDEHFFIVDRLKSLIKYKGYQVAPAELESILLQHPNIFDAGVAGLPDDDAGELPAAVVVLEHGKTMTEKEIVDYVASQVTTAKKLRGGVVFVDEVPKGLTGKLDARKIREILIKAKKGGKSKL
# RAM network inh = inhibitors of the yeast RAM network, primary screen, dse1pr::URA3 reporter, 5-FOA selection; inhibition, % at 50 µM; S. cerevisiae dse1pr::URA3 reporter, 5-FOA growth OD615, 2 d; analog-sensitive cbk1-as2 kinase mutant strain; 190,000 tested, 1.8% active; AID 868, 2007;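 active = inhibition above a set limit, 3 SD over mean compound inhibition, cut at about 8.4% in these data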;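 note: 0% = DMSO-only wells with no growth and 100% = 10 µM 1-NA-PP1 full growth; inhibition rescues growth on 5-FOA so higher OD means more RAM inhibition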
# NF-kB expr up = activators of NF-kB expression in neurons, primary screen, cell-based, HTS; human neuronal cells, NF-kB reporter expression; stronger effect = higher value; fold change at 12.5 µM; 190,000 tested, 1.6% active; AID 1239, 2008; in the data active = fold change above about 3.3
# STAT1 inh = STAT1 signaling inhibitors, primary screen, cell-based, HTS, luciferase reporter | NIH 3T3 STAT1-luciferase reporter, IFN-gamma, luminescence | inhibition, % at 5.5 µM | 200,000 tested, 0.35% active | AID 920, 2007;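 active = inhibition above a set limit, the mean inhibition across all tested compounds plus 3 SD, cut at about 34% in these data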;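 note: 0% = IFN-gamma with DMSO and 100% = IFN-gamma with 300 µM nifuroxazide; values of inactives mirror those of a sister screen read the other way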
# APP 5'UTR act = activators of APP 5'UTR luciferase reporter, primary screen, SH-SY5Y cells; activation, % at 2 µM; SH-SY5Y APP 5'UTR luciferase reporter, luminescence; zero percent = DMSO vehicle wells; AID 1276, 2008; 190,000 tested, 1% active;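 active = activation above a set limit, based on mean plus 3 SD of controls, cut at about 140% in these data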; note: values of inactives mirror those of a sister screen read the other way
# APP 5UTR inh = inhibitors of APP translation via 5'UTR reporter, primary screen, APP 5'UTR luciferase, SH-SY5Y cells | AID 1285, 2008 | 190,000 tested, 0.82% active | inhibition, % at 2 µM | SH-SY5Y APP 5'UTR-luciferase reporter, luminescence;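 active = inhibition above a set limit, derived from the sample mean plus 3 SD, cut at about 45% in these data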; note: values of inactives mirror those of a sister screen read the other way
# STAT3 activator = IL-6 driven STAT3 reporter potentiators, primary screen, U3A cells, luciferase, luminescence, MLSCN library; IL-6 STAT3-luciferase reporter; 100% = signal with IL-6 EC80 alone; activation (% of control), % at 5.6 µM; 190,000 tested, 0.91% active;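 active = activation above the screen-wide mean of compound activation plus 3 SD, cut at about 130% in these data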;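 note: 0% = background luminescence of wells with medium and substrate only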
#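 Assay system – human STAT1-deficient U3A cells with stable STAT3-luciferase reporter · Also added – IL-6 (33 ng/mL) · Schedule – compound 1 h, then IL-6 6 h at 37 °C · Technique – reporter luminescence signal · Evaluation – % activation versus median of IL-6-stimulated wells · Benchmarks – IL-6-only wells as 100% reference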
# Numbers without * were called inactive; x = no result given.
# Second line of a record – Hsp70 act | APP 5'UTR act | STAT3 inh | NF-kB expr up | STAT1 inh | FLuc inh counter | STAT1 act | APP 5UTR inh | STAT3 activator | RAM network inh
(1) Cc1c(C(=O)Nc2ccc(OCc3ccccc3)cc2)cccc1[N+](=O)[O-]
→ -0.2 | x | 21 | 1.2 | -4 | -5 | 104 | x | 87 | 5.1
(2) CC(=O)OCC1=C(C(=O)O)N2C(=O)C(NC(=O)c3ccc(F)cc3)C2SC1 (configuration not stated)
→ 0.1 | -12 | 0 | 0.99 | -1 | -4 | 103 | 12 | 104 | 0.3
(3) O=C(c1ccc(Cl)cc1)C1C2C(=O)N(c3ccccc3)C(=O)C2C2CCCN21 (configuration not stated)
→ 0.0 | 9 | 4 | 1.1 | 6 | -4 | 94 | -9 | 104 | 0.1
(4) COn1c2c(c3c4nonc4ccc31)CCCC2
→ -0.1 | 2 | 11 | 0.9 | 2 | -4 | 98 | -2 | 92 | 2.0
(5) Cc1nn(-c2ccccc2)c(Cl)c1/C=C/C(=O)c1ccc(O)cc1
→ -0.2 | 30 | 28 | 1.7 | -3 | 13 | 102 | -30 | 78 | 8.5*
(6) Clc1ccc(-c2nnc(-c3ccc(Br)cc3)c(N3CCSCC3)n2)cc1
→ -0.1 | 14 | 19 | 1.4 | -9 | -7 | 108 | -14 | 89 | 8.1
(7) CC(CC(C)C(=O)N1CCOCCN(C(=O)C(C)CC(C)C(=O)O)CCOCC1)C(=O)O (configuration not stated)
→ 0.5 | -13 | 5 | 1.2 | 5 | -2 | 96 | 13 | 99 | 0.6
(8) CC(=O)NS(=O)(=O)c1ccc(N2C(=O)c3ccccc3C2=O)cc1
→ -0.2 | -6 | 7 | 1.4 | 2 | -1 | 97 | 6 | 97 | -0.5
(9) COc1cccc(OCc2nc3ncc(Br)cc3[nH]2)c1
→ 0.1 | 2 | -13 | 1.5 | -22 | 1 | 120 | -2 | 114 | 0.7
(10) Cc1ccc(-n2nnnc2SCC(=O)Nc2ccc3c(c2)OCCO3)cc1C
→ -0.3 | 13 | 8 | 1.1 | 0 | -2 | 100 | -13 | 96 | 1.2
(11) CSc1ccc(/C=N/NC(=O)c2ccc(O)cc2)cc1
→ 0.1 | 46 | -4 | 2.3 | -29 | 71* | 126 | -46 | 106 | 0.1
(12) O=C(NNc1ccccn1)C(=O)NNS(=O)(=O)c1ccc(Cl)cc1
→ -0.3 | 12 | 7 | 0.94 | 6 | -10 | 95 | -12 | 98 | 1.2
(13) CN(Cc1ccccc1)C(=O)c1ccccc1-c1ccccc1
→ 0.0 | 13 | 1 | 1.4 | -1 | -2 | 100 | -13 | 101 | 2.1
(14) CCn1c(SCC(=O)NCc2ccc(F)cc2)nc2c(c1=O)SC(C)C2 (configuration not stated)
→ -0.1 | 9 | 8 | 1.5 | 4 | -6 | 93 | -9 | 93 | -0.1
(15) CSc1nnc2n(Cc3ccccc3)c(=O)c3c4c(sc3n12)COC(C(C)C)C4 (configuration not stated)
→ 0.3 | -14 | 5 | 1.2 | -1 | -4 | 101 | 14 | 101 | 0.0
(16) Cc1ccc(C(=O)NC(=S)Nc2ccccc2C(F)(F)F)cc1
→ -0.2 | 18 | 18 | 1.3 | -1 | 10 | 100 | -18 | 94 | 0.7
(17) O=S(=O)(N/N=C/c1ccccc1OCc1ccc(Cl)cc1)c1ccccc1
→ -0.4 | -4 | -7 | 2 | -25 | -5 | 122 | 4 | 107 | 6.3
(18) O=C(NC1CCCCC1)C(c1ccc(F)cc1)N(Cc1ccc2c(c1)OCO2)C(=O)c1cnsn1 (configuration not stated)
→ 0.2 | -10 | -8 | 1.4 | -6 | -4 | 98 | 10 | 108 | 4.4
(19) CC12CCC(C(=O)NCc3ccccn3)(OC1=O)C2(C)C (configuration not stated)
→ 0.1 | -6 | 5 | 0.97 | -3 | -6 | 103 | 6 | 100 | 4.1
(20) Oc1cccc(/C=N/NC(=S)NCCN2CCOCC2)c1O
→ -0.3 | -3 | 1 | 0.95 | 4 | 1 | 94 | 3 | 104 | -0.9
(21) COc1ccc(C2C(C(=O)c3ccco3)=C(O)C(=O)N2Cc2cccnc2)cc1OC (configuration not stated)
→ 0.0 | 13 | 11 | 1.1 | 6 | -3 | 94 | -13 | 96 | 1.9
(22) CN1CCN(NC(=O)CN2C(=O)/C(=C/c3ccccc3Cl)SC2=S)CC1
→ -0.2 | 9 | 14 | 1 | 4 | 9 | 96 | -9 | 94 | 0.4
(23) Cc1ccc(C(=O)c2cn[nH]c2-c2cc(Cl)ccc2O)cc1
→ -0.4 | -7 | 2 | 0.99 | 4 | -3 | 96 | 7 | 105 | -1.1
(24) Cc1cc(NC(=O)c2ccc3nc(-c4ccccc4)c(-c4ccccc4)nc3c2)no1
→ -0.1 | -6 | -3 | 0.99 | -2 | -8 | 101 | 6 | 106 | 1.5
(25) COc1ccc2c(c1)c(=O)oc1cc3oc(C)c(C)c3cc12
→ -0.3 | -2 | 18 | 1.7 | 6 | 0 | 95 | 2 | 89 | 2.6
(26) N#Cc1c(N)nc2c(c1-c1ccncc1)CCCCC2
→ -0.1 | 10 | 10 | 1.2 | 5 | 0 | 95 | -10 | 97 | -1.5
(27) COCc1nnc(NC(=O)CSc2ccc(C)cc2)s1
→ 0.0 | 15 | 2 | 1.1 | 1 | -2 | 99 | -15 | 102 | 3.5
(28) Cc1sc2c(c1C)c(=O)n(-c1cccc(C(F)(F)F)c1)c(=O)n2CC(=O)NCc1ccco1
→ -0.1 | 2 | 13 | 1.1 | 13 | -7 | 88 | -2 | 94 | 4.2
(29) N#Cc1sc2nc(-c3cccs3)cc(-c3ccc(F)cc3)c2c1N
→ -0.4 | -29 | -2 | 1.1 | 0 | -7 | 100 | 29 | 104 | 5.7
(30) O=C(O)/C=C/c1ccc(OCc2cccc(F)c2)cc1
→ -0.2 | 24 | 6 | 1.3 | -6 | 7 | 104 | -24 | 98 | 3.8

# The list continues.
# Second line of a record – Hsp70 act | APP 5'UTR act | STAT3 inh | NF-kB expr up | STAT1 inh | FLuc inh counter | STAT1 act | APP 5UTR inh | STAT3 activator | RAM network inh
(31) O=C(OCC1OC(n2cnc3c(N(C(=O)c4ccccc4)C(=O)c4ccccc4)ncnc32)C(O)C1F)c1ccccc1 (configuration not stated)
→ 0.1 | -3 | -11 | 0.8 | 3 | -6 | 98 | 3 | 111 | 7.2
(32) Cc1cc(-c2ccccc2)n2ncc(C#N)c2n1
→ 0.4 | x | 14 | 1.1 | 6 | -1 | 95 | x | 95 | 0.8
(33) CCOc1ccc(NC(=O)COC(=O)Cn2cnnn2)cc1OCC
→ 0.4 | 20 | -3 | 1.1 | 0 | 2 | 100 | -20 | 106 | 1.9
(34) COc1cccc(C2c3c(oc4ccccc4c3=O)C(=O)N2CCCN(C)C)c1OC (configuration not stated)
→ -0.2 | 25 | -1 | 1 | 2 | -1 | 98 | -25 | 103 | 0.5
(35) COc1ccc(NC(=O)CN(C)CC(=O)Nc2ccc(Cl)cc2F)cc1
→ -0.2 | 11 | 6 | 1.2 | -4 | -6 | 102 | -11 | 104 | -1.3
(36) COc1ccc(/C=C/C(=O)Nc2ccc3c(c2)OCCO3)cc1OC
→ -0.2 | 0 | 15 | 0.68 | 4 | 10 | 97 | 0 | 87 | 1.1
(37) O=C(C1CC1)N1CCc2cc(Br)cc(S(=O)(=O)N3CCCCCC3)c21
→ -0.1 | 8 | -6 | 0.83 | 5 | -5 | 94 | -8 | 109 | 1.9
(38) Cc1cc(-n2c(C)cc(C(=O)CSc3nnnn3-c3ccc(Cl)cc3)c2C)no1
→ -0.2 | 1 | 9 | 0.91 | -2 | -2 | 102 | -1 | 94 | 3.0
(39) COc1ccccc1NC(=S)NC(NC(=O)c1ccco1)C(Cl)(Cl)Cl (configuration not stated)
→ -0.4 | 22 | -2 | 1 | 2 | -3 | 98 | -22 | 104 | 0.7
(40) O=C1Nc2cc(C(=O)N3CCOCC3)ccc2SC1N1CCOCC1 (configuration not stated)
→ -0.1 | 10 | 12 | 1.1 | -6 | -1 | 106 | -10 | 96 | 0.3
(41) CCCCNc1nc(N)nc(-c2cc(Cl)ccc2O)n1
→ -0.1 | 155* | -7 | 1.6 | -89 | 21 | 178* | -155 | 110 | -0.5
(42) O=C(O)CCCC(=O)N1CCN(c2nc(-c3ccccc3)c3ccccc3n2)CC1
→ -0.4 | -5 | 4 | 1.1 | 2 | -6 | 98 | 5 | 101 | 0.1
(43) O=C(NC1CCCCCC1)C1CCCN(S(=O)(=O)c2cccs2)C1 (configuration not stated)
→ -0.3 | -6 | 3 | 1.1 | 0 | -3 | 100 | 6 | 103 | 1.9

# 11 entries from above, ordered by molar mass, lowest first.
# Second line of a record – Hsp70 act | APP 5'UTR act | STAT3 inh | NF-kB expr up | STAT1 inh | FLuc inh counter | STAT1 act | APP 5UTR inh | STAT3 activator | RAM network inh
(32) Cc1cc(-c2ccccc2)n2ncc(C#N)c2n1
→ 0.4 | x | 14 | 1.1 | 6 | -1 | 95 | x | 95 | 0.8
(41) CCCCNc1nc(N)nc(-c2cc(Cl)ccc2O)n1
→ -0.1 | 155* | -7 | 1.6 | -89 | 21 | 178* | -155 | 110 | -0.5
(23) Cc1ccc(C(=O)c2cn[nH]c2-c2cc(Cl)ccc2O)cc1
→ -0.4 | -7 | 2 | 0.99 | 4 | -3 | 96 | 7 | 105 | -1.1
(9) COc1cccc(OCc2nc3ncc(Br)cc3[nH]2)c1
→ 0.1 | 2 | -13 | 1.5 | -22 | 1 | 120 | -2 | 114 | 0.7
(36) COc1ccc(/C=C/C(=O)Nc2ccc3c(c2)OCCO3)cc1OC
→ -0.2 | 0 | 15 | 0.68 | 4 | 10 | 97 | 0 | 87 | 1.1
(8) CC(=O)NS(=O)(=O)c1ccc(N2C(=O)c3ccccc3C2=O)cc1
→ -0.2 | -6 | 7 | 1.4 | 2 | -1 | 97 | 6 | 97 | -0.5
(1) Cc1c(C(=O)Nc2ccc(OCc3ccccc3)cc2)cccc1[N+](=O)[O-]
→ -0.2 | x | 21 | 1.2 | -4 | -5 | 104 | x | 87 | 5.1
(35) COc1ccc(NC(=O)CN(C)CC(=O)Nc2ccc(Cl)cc2F)cc1
→ -0.2 | 11 | 6 | 1.2 | -4 | -6 | 102 | -11 | 104 | -1.3
(17) O=S(=O)(N/N=C/c1ccccc1OCc1ccc(Cl)cc1)c1ccccc1
→ -0.4 | -4 | -7 | 2 | -25 | -5 | 122 | 4 | 107 | 6.3
(22) CN1CCN(NC(=O)CN2C(=O)/C(=C/c3ccccc3Cl)SC2=S)CC1
→ -0.2 | 9 | 14 | 1 | 4 | 9 | 96 | -9 | 94 | 0.4
(21) COc1ccc(C2C(C(=O)c3ccco3)=C(O)C(=O)N2Cc2cccnc2)cc1OC (configuration not stated)
→ 0.0 | 13 | 11 | 1.1 | 6 | -3 | 94 | -13 | 96 | 1.9

# Assay outcomes (PubChem BioAssay)

# Not a hit list. Share with any hit: about 7.7%.
